Compound activity as filed in PubChem BioAssay.
Sm TGR inh = S. mansoni TGR enzyme inhibition | AID 485364 | Q962Y6 | actives 3% (n = 360,000) | purified TGR, DTNB reduction, TNB absorbance 405 nm | Potency, µM (series often up to 114 µM), inactives show at the highest dose activity change, negative = inhibition, actives largely listed as inhibitors; note: potency is the fitted concentration of half-maximal effect; nearly all actives have a fitted effect of over 60% in size
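First, TGR (20 nM dispensed) and NADPH were mixed with compound. Second, a 15 min room-temperature incubation followed. Third, further NADPH and then DTNB were added to start the reaction. Finally, TNB absorbance was monitored kinetically.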
FBPA Giardia inh = Giardia lamblia aldolase inhibition | purified Giardia FBPA | Potency, µM (doses to about 59.6 µM), for inactives: at the highest dose activity, negative = inhibition, hits mostly inhibitors | actives 0.71% (n = 290,000) | AID 2451; note: potency is the fitted concentration of half-maximal effect; nearly all actives have a fitted effect of over 55% in size
Target sequence (A8B2U2 whole entry, looked up): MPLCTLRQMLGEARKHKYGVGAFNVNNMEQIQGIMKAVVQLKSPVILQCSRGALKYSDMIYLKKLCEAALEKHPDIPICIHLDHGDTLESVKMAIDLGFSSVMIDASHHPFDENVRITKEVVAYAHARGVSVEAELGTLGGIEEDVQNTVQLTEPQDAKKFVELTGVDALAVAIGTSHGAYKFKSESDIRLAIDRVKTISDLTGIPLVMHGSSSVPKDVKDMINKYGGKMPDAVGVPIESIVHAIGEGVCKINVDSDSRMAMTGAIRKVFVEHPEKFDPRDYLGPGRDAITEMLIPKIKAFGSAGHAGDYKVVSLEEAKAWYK
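40 nM FBPA preincubated 10 min at RT with compound (up to 57.5 uM final), then substrate plus GAPDH/TPI/NAD/arsenate coupling and diaphorase/resazurin added. Fluorescence read after 20 min at RT, 525/598 nm.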
HCV inh = HCV inhibition; Huh7.5.1 HCVcc-Cre infection, luciferase reporter, 44 h; Potency, µM (top dose mostly 41.8 µM), without a hit: at the top dose activity change, negative = inhibition, most hits filed as inhibitors; actives 3.4% (n = 340,000); AID 651820; note: potency is the fitted concentration of half-maximal effect
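Cells (1,000/well) were plated 4 h before compound, then infected with HCVcc-Cre virus (~0.5 moi). After 44 h further culture, infection was read as luciferase luminescence following a 15 min substrate incubation at room temperature.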
AmpC detergent = AmpC beta-lactamase inhibition with detergent present; AmpC hydrolysis of nitrocefin, absorbance 480 nm, 0.01% Triton; Potency, µM (titrated, usually from 114 µM), for the others: at the top dose activity change, negative = inhibition, hits mostly inhibitors; P00811; actives 0.041% (n = 370,000);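 note: potency is the fitted concentration of half-maximal effect; 0% = no-compound wells and -100% = no-enzyme wells; nearly all actives have a fitted effect of over 25% in size; some results filed as inactive show a strong effect at the top dose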
Target sequence (P00811 whole entry, looked up): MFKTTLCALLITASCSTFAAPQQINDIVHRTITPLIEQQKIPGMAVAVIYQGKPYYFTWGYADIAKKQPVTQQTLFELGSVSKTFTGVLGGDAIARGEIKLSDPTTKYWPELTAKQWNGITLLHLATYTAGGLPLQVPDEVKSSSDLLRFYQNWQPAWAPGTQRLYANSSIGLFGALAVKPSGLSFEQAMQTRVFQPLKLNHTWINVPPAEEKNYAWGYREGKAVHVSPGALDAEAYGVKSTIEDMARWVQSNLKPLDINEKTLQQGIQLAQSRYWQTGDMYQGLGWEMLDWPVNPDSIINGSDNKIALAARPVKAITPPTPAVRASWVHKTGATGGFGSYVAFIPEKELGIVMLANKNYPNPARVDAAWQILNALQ
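AmpC (5.3 nM in the dispensed reagent) in 20 mM phosphate pH 7.0 with 0.01% (detergent screen) or 0.0001% Triton X-100 was preincubated with compounds for 15 min at room temperature. Nitrocefin was then added from an 800 uM solution, and hydrolysis was followed at 480 nm.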
HCMV antiviral = human cytomegalovirus inhibition; activity change, negative = inhibition, % at 57.5 µM; actives 4.5% (n = 410,000); HFF cells, HCMV-luciferase reporter, 72 h; active compounds read low; in the data active = activity change below about -60%; inconclusive = no clear call, values can overlap the other calls; inactive = above about -39%
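Luciferase read-out from HCMV-luciferase-infected HFFs (MOI 1 PFU/cell) 72 h post infection at 37C; compounds added after 16 h cell attachment; activity normalized between buffer-only basal and Salinomycin (10uM) inhibitor controls.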
AmpC inh no detg = blocks E. coli AmpC beta-lactamase in detergent-free assay | actives 0.52% (n = 330,000) | AmpC nitrocefin hydrolysis, absorbance 480 nm, 0.0001% Triton | Potency, µM (series often up to 57.1 µM), for the others: at the top dose activity change, negative = inhibition, hits mostly inhibitors | AID 485341;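 note: potency is the fitted concentration of half-maximal effect; plate controls were no compound for no effect and no enzyme for full effect; nearly all actives have a fitted effect of over 20% in size; some results filed as inactive show a strong effect at the top dose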
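20 mM phosphate pH 7.0 + 0.01% (detergent screen) or 0.0001% Triton X-100; 5.3 nM AmpC reagent; cpd preinc 15 min RT; nitrocefin (800 uM stock) to start; A480 q20 s × 4 min; Activity was normalised to no-enzyme and no-compound control wells.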
* hit, by the source's call; ? = inconclusive; · = no result given; & = joins results of further samples; [ ] = remark or other dose. Unless noted, calls come from the whole dose curve; as a rule, active = well fitted curve in the direction sought with a large enough effect; inconclusive = small, poorly fitted or top-dose-only effect, or another doubt; inactive = no such curve, though single readings can be large; an effect the other way counts as inactive or inconclusive. Unless noted, % is set by controls: 0 for no effect and ±100 for the full control effect.

SMILES | Sm TGR inh | FBPA Giardia inh | HCV inh | AmpC detergent | HCMV antiviral | AmpC inh no detg
O=C(CN1C(=O)/C(=C\c2ccc(C(F)(F)F)cc2)Sc2ccccc21)NCc1ccco1 | -1.1% | 4.9% | ? | 1.0% | ? | 10µM*
O=C(CN1CCN(C(=O)c2ccco2)CC1)Nc1ccccc1-c1ccccc1 | -1.4% | -0.1% | -16.7% | -8.7% | -21.1 | 80.8%[activator]
Cc1c(C(=O)NCc2ccc(F)cc2)oc2ccc(S(=O)(=O)N3CCCCC3)cc12 | 9.3% | · | · | 9.7% | -28.4 | ·
Cc1csc(SCC(=O)Nc2cccc3nsnc23)n1 | ? | 0.7% | -55.9% | -1.3% | -74.7* | 0.224µM*
O=C(O)c1cccc(S(=O)(=O)NCCC(c2ccccc2)c2ccccc2)c1 | 7.9% | 17.0% | -16.9% | 4.3% | -23.7 | -31.3%
Cc1cc(=O)n(C2CCS(=O)(=O)C2)[nH]1 (configuration not stated) | 32.5% | -2.2% | 20.3% | 0.2% | -35.1 | -7.7%
CCc1ccccc1NC(=S)N(CCCN1CCOCC1)Cc1ccccn1 | -8.7% | -11.0% | 11.3% | ? | 1.6 | -1.4%
CC(=O)Nc1ccc(N2CC(C)(C)C2=O)cc1 | · | 0.1% | 18.5% | -2.0% | 88.3 | -10.9%
CCc1ccc(NC(=O)c2ccc(OC)c([N+](=O)[O-])c2)cc1 | -7.8% | -1.6% | ? | -1.4% | 1.3 | -2.2%
O=C(CN(Cc1ccco1)S(=O)(=O)c1ccccc1)N/N=C/c1cccc(O)c1 | -2.5% | 2.7% | -6.5% | -5.5% | 1.4 | -28.1%
Cc1ccnc(Nc2nc(-c3ccc(Cl)cc3)cs2)c1 | 2.1% | 4.3% | ? | -14.3% | -2.9 | -35.1%
O=C(CN1CCC(C(=O)c2ccc(Cl)cc2)CC1)Nc1ccc2c(c1)OCCO2 | -8.9% | 2.1% | ? | -12.1% | -30.6 | 37.3%
CCC(=O)N1N=C(c2ccc(NS(=O)(=O)c3ccccc3)cc2)CC1c1ccco1 (configuration not stated) | · | · | 11.2µM* | · | -39.5 | -25.1%
O=C(CN(Cc1ccco1)C(=O)CNS(=O)(=O)c1ccc(Cl)cc1)NCC1CCCO1 (configuration not stated) | -30.9% | 4.9% | 3.0% | -2.8% | -11.5 | 17.5%
COC(=O)c1ccc(SC)cn1 | -3.0% | 1.6% | 3.1% | ? | ? | -24.7%
Cc1cccc([N+](=O)[O-])c1NC(=O)COC(=O)C1CCCO1 (configuration not stated) | -1.4% | · | 2.0% | 2.3% | -24.6 | -2.7%
COc1ccc(NC(=O)c2cccc(N3C(=O)C4C5C=CC(C6CC56)C4C3=O)c2)c(OC)c1 (configuration not stated) | 2.9% | · | -28.7% | 1.3% | -18.1 | 29.2%
CN(C)S(=O)(=O)c1ccc(C(=O)NC2CC(=O)N(c3ccc4c(c3)OCCO4)C2)cc1 (configuration not stated) | -1.4% | · | · | -0.2% | -5.1 | ·
Cc1ccc(-n2nc3c(c2NC(=O)c2c(-c4ccccc4Cl)noc2C)CS(=O)(=O)C3)c(C)c1 | -1.2% | 5.4% | -2.7% | 3.1% | -27.0 | 56.6%
COc1ccc(S(=O)(=O)CCC(=O)Nc2c(C)n(C)n(-c3ccccc3)c2=O)cc1 | -23.9% | 1.9% | 0.3% | -3.1% | -24.1 | -13.8%
O=C(CN1C(=O)c2ccccc2S1(=O)=O)c1ccc2c(c1)OCCO2 | 18.6% | 7.0% | 22.7% | -0.9% | -98.4* | -2.6%
CC(C)(C)NC(=O)C(c1ccc(O)cc1)N(Cc1ccco1)C(=O)CCC(=O)Nc1ccccn1 (configuration not stated) | -10.2% | 8.4% | 13.6% | -5.4% | 4.2 | -22.9%
Cc1nc2ccccc2nc(C)c1=NOCc1ccc(Cl)cc1Cl | 2.9% | 3.6% | -6.2% | -11.9% | -29.3 | 1.4%
CN(C(=O)c1ccc2c(c1)N(Cc1cccc(Cl)c1)C(=O)c1ccccc1S2(=O)=O)C1CCCCC1 | 16.9% | · | · | 8.4% | -79.4* | ·

Looked up by structure from the entries so far, 4 records:
SMILES | Sm TGR inh | FBPA Giardia inh | HCV inh | AmpC detergent | HCMV antiviral | AmpC inh no detg
COc1ccc(NC(=O)c2cccc(N3C(=O)C4C5C=CC(C6CC56)C4C3=O)c2)c(OC)c1 (configuration not stated) | 2.9% | · | -28.7% | 1.3% | -18.1 | 29.2%
Cc1nc2ccccc2nc(C)c1=NOCc1ccc(Cl)cc1Cl | 2.9% | 3.6% | -6.2% | -11.9% | -29.3 | 1.4%
COC(=O)c1ccc(SC)cn1 | -3.0% | 1.6% | 3.1% | ? | ? | -24.7%
COc1ccc(S(=O)(=O)CCC(=O)Nc2c(C)n(C)n(-c3ccccc3)c2=O)cc1 | -23.9% | 1.9% | 0.3% | -3.1% | -24.1 | -13.8%

The list continues.
SMILES | Sm TGR inh | FBPA Giardia inh | HCV inh | AmpC detergent | HCMV antiviral | AmpC inh no detg
O=C(NCCc1ccccc1)c1ccc(Br)o1 | ? | 8.1% | ? | -11.6% | 53.9 | -5.4%
O=C(c1ccccc1)N1N=C(c2ccc(F)cc2)CC1(O)C(F)(F)F (configuration not stated) | -2.6% | 13.4% | -12.1% | 1.8% | -32.3 | -27.0%
COc1ccc(CN2CCC(n3nccc3NC(=O)CCOc3ccccc3)CC2)cc1C | -3.8% | -1.4% | ? | ? | ? | 0.0%
Cc1ccc(NC(=O)Nc2cn(C)c(=O)c3ccccc23)c(Cl)c1 | 4.4% | · | · | 15.5% | -0.2 | ·
O=C(CSc1nncn1-c1ccccc1)NC1CCCC1 | 1.7% | 4.2% | -3.5% | 0.3% | 9.0 | -7.1%
Cc1ccccc1C(=O)OCc1cc(=O)n2nc(C3CCCCC3)sc2n1 | -19.1% | · | · | -0.8% | 8.7 | ·
Cc1cc2nc3c(c(=O)n2[nH]1)CCCC3 | -20.2% | -12.6% | 0.9% | 0.0% | -9.8 | -41.1%
CN1CCN(C2(CNC(=O)c3ccc(C(C)(C)C)cc3)CCCCC2)CC1 | 7.7% | · | · | 0.8% | ? | ·
Cc1ccc(/C=N/n2c(COc3ccccc3)n[nH]c2=S)cc1 | 4.8% | 20.3% | ? | -0.5% | -35.7 | -29.5%
O=C(O)COc1ccccc1C1Nc2ccccc2-c2nnc(SCc3ccc(Cl)cc3)nc2O1 (configuration not stated) | -3.0% | · | · | -3.7% | -7.5 | ·
CCOc1ccccc1/C=N/NC(=O)c1cccc(S(=O)(=O)N(CC)CC)c1 | -1.0% | ? | -11.5% | -15.3% | 10.7 | -46.9%
CCOc1ccc(N(CC)C(=O)c2cc3c(=O)oc4ccccc4c3s2)cc1 | -10.1% | · | · | 5.0% | 5.1 | ·
COc1ccccc1N1CCN(C(=O)c2ccccc2N(C)S(=O)(=O)c2ccc(C)cc2)CC1 | 3.1% | · | ? | 5.5% | -19.8 | 202.7%[activator]
NS(=O)(=O)c1ccc(NC(=O)CN2CCN(S(=O)(=O)c3cccs3)CC2)cc1 | -11.7% | · | 13.9% | ? | -9.4 | -15.9%
Cc1cc(C)nc(Nc2cccc(C(F)(F)F)c2)n1 | -20.5% | -23.5% | -0.4% | 1.4% | ? | 15.6%
CN(C)CCNC(=O)Cc1ncc(C(F)(F)F)cc1Cl | 1.8% | 4.1% | 14.1% | ? | -36.3 | -4.3%
CC(NC(=O)c1ccc(Br)o1)c1ccc(-n2ccnc2)cc1 (configuration not stated) | · | · | 14.4% | · | 18.5 | -41.7%
CNC(=S)Nc1cc(Cl)ccc1Oc1ccccc1 | -31.2% | 1.7% | -10.7% | 2.4% | ? | -10.9%
COc1ccc(C(=O)NCc2nnc(SCC(=O)N3CCCC3)o2)cc1 | 2.8% | -10.4% | 5.4% | -10.9% | -9.9 | -1.3%
Cc1nn(CC(=O)N2CCN(C)CC2)c(=O)c2c1sc1ccccc12 | 6.0% | -1.3% | 4.3% | 1.4% | -28.4 | -11.4%
Cc1ccccc1NC(=O)c1ccc(F)c(S(=O)(=O)N(C)C2CCCCC2)c1 | -4.0% | · | · | 2.8% | -93.6* | ·
COc1cccc(NC(=S)N(CCc2c(C)[nH]c3ccccc23)Cc2cccs2)c1 | -11.2% | -2.8% | ? | ? | 13.7 | -29.8%
CC(=O)c1cccc(NC(=O)CCN2C(=O)C3CC=CCC3C2=O)c1 (configuration not stated) | -14.5% | · | -9.6% | -15.5% | -32.8 | -12.0%
Cc1cc(C)c(C(=O)CSc2nnc(N)s2)c(C)c1 | -8.3% | 1.2% | -3.0% | 0.4% | 0.0 | -26.9%
Cc1nn(-c2cc(N3CCCCC3)ccc2N)c(=O)c2ccccc12 | -15.5% | 7.1% | 12.7% | 0.1% | · | 0.3%
COc1ccc(NC(=O)CCC(=O)N2CCN(S(=O)(=O)c3ccc(C)cc3)CC2)c(OC)c1 | -1.6% | · | -29.6% | 0.0% | -10.2 | 66.3%[activator]
COc1ccc(C(=O)/C=C\c2ccc(NC(=O)c3cccs3)cc2)cc1 | 12.9% | 0.2% | ? | -7.0% | 30.4 | -39.9%
CCOC(=O)N1CCC(N(CCN(C)C)C(=S)Nc2cc(C)cc(C)c2)CC1 | -4.5% | 1.5% | 12.9% | ? | -26.6 | -16.6%
CN(C[C@H](Cc1ccccc1)N(C[C@H](Cc1cccc2ccccc12)N(CCc1ccccc1)N=O)N=O)N=O | 35.5µM* | -8.7% | -0.9% | 0.2% | 1.2&-11.0 | -10.3%
CCN(CC)CC(=O)c1c[nH]c2ccccc12 | -30.5% | 0.0% | 12.4% | -9.8% | -2.2 | -13.5%
Cc1cccc(-n2nnc3cnn(C)c3c2=O)c1 | 6.0% | 5.0% | -2.0% | 3.6% | -5.6 | -13.9%
O=S(=O)(NN=C1CCCCCC1)c1ccc(Cl)cc1 | -13.9% | · | -3.4% | -11.7% | -8.2 | -26.4%
Cc1ccc(C(C(=O)NC2CCCC2)N(C(=O)c2csnn2)c2cccc(F)c2)o1 (configuration not stated) | -1.9% | 5.1% | 4.6% | -12.4% | ? | 0.6%
O=C(O)CC/C(=N/NC(=O)CNC(=O)Cc1ccc(Cl)cc1)c1ccccc1 | 4.5% | 7.7% | 13.4% | 2.3% | -15.1 | 0.8%
O=C(CCSc1nnc(-c2ccco2)o1)Nc1ccccc1 | -23.0% | -4.4% | 6.2% | ? | -10.6 | 12.4%
O=C(CN1CCOCC1)Nc1nc2ccc(Cl)cc2s1 | -12.3% | 6.31µM* | -9.0% | -2.6% | -17.3 | 21.6%
O=C(COC(=O)c1cccc(NC(=O)c2ccco2)c1)c1ccc(Br)cc1 | -21.1% | 0.1% | ? | ? | 7.1 | -32.1%
O=C(NNC(=O)c1cc(OCC(F)(F)F)ccc1OCC(F)(F)F)c1ccc(Cl)c(Cl)c1 | -1.4% | 8.8% | ? | -1.2% | -14.0 | -33.4%
O=C(C1CCCN(Cc2ccc(Cl)cc2)C1)N1CCCCC1 (configuration not stated) | 5.7% | ? | -25.6% | 0.7% | -27.3 | -4.9%
CCN(CC)C(=O)c1cccc2c1C(=O)c1ccccc1-2 | -1.6% | -7.9% | -1.1% | -1.7% | 9.5 | -11.6%
